Nrf2 activator – Nrf2 pathway activation; hit rate 0.31% among 410,000; Potency, µM (series often up to 46.1 µM), without a hit: top-dose activation, hits mostly activators; AREc32 ARE-luciferase reporter (MCF7-derived line), luminescence, 24 h; further: potency means the concentration at half of the fitted maximal effect; % of control where 0% means no effect; nearly all actives have a fitted effect of over 65% in size
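Luminescent ARE reporter assay in AREc32_Fluc cells: overnight plating at 37 deg C, 24 hr compound incubation, Steady-Glo added, 30 min RT before reading.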
IL-1B inflam inh – inflammasome signaling inhibition, IL-1 beta readout; THP-1 LPS/ATP IL-1B secretion, AlphaLISA, 16 h; stronger effect = lower value; activity change, % at 57.5 µM; hit rate 4.7% among 360,000; AID 743279; in the data active means activity change below about -50%; inconclusive means mostly about -30% to -49%; further: on the % scale 0 is the no-effect control and ±100 the full control effect
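THP-1 cells pretreated 1 hr with compounds (up to 57.5 uM final), then stimulated with LPS (250 ng/mL final) plus ATP (1.25 mM final); secreted IL-1B measured by AlphaLISA after 16 hr, decreased signal indicating inhibition.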
HepG2 tox – kills HepG2 cells in TGF-b inhibitor counter-screen; HepG2 CAGA-GFP viability, ATP luminescence, 18 h; Potency, µM (highest dose often 46.1 µM), for inactives: at the highest dose activity change, negative = cytotoxicity, usual class: cytotoxic; AID 588856; hit rate 0.76% among 410,000; further: potency means the concentration at half of the fitted maximal effect; some results filed as inactive show a strong effect at the top dose
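CellTiter-Glo luminescence gave cytotoxicity after 18 hours at 37 degrees C. The cells were HepG2 CAGA-GFP in 1% FBS DMEM, stimulated with 500 pg/mL TGF-beta after compound addition. %Activity was normalised to no-cell wells (complete cell-killing) and DMSO (no toxicity), and curves were fitted and classified.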
MCF10A rereplic – inducers of DNA re-replication in MCF 10A breast cells. MCF 10A DNA re-replication, Hoechst nuclear intensity, 48 h. Potency, µM (titrated, usually from 46.1 µM), for inactives: at the top dose activity, positive = re-replication, actives largely listed as activators. hit rate 2.9% among 350,000. AID 624296; further: potency means the concentration at half of the fitted maximal effect; % of control where 0% means no effect; nearly all actives have a fitted effect of over 50% in size
TGFb inhibitor – blocks TGF-b signaling; HepG2 CAGA-GFP TGF-b/SMAD3 reporter, GFP fluorescence, 18 h; TGF-beta stimulated, 500 pg/mL final; Potency, µM (highest dose often 46.1 µM), for the others: at the top dose activity, negative = inhibition, most hits filed as inhibitors; hit rate 1.2% among 410,000; AID 588855; further: potency means the concentration at half of the fitted maximal effect; on the % scale 0 is the no-effect control and ±100 the full control effect; nearly all actives have a fitted effect of over 65% in size
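TGF-beta reporter screen: HEPG2 CAGA-GFP, 1% FBS, 500 pg/mL TGF-beta final, 18 h; per-cell GFP summed per well; curves fitted and categorized by class.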
S2 tox – cell viability loss in ATXN counter-screen; S2 cells (HEK-293 line with an ATXN2-luciferase reporter) viability, CellTiter-Fluor protease fluorescence, 24 h; Potency, µM (doses to about 56.7 µM), actives largely listed as cytotoxic; hit rate 0.49% among 400,000; further: potency means the concentration at half of the fitted maximal effect; nearly all actives have a fitted effect of over 40% in size
ATXN2 expr inh – ATXN2 expression inhibition; HEK-293 ATXN2-luciferase reporter, luminescence, 24 h; Potency, µM (highest dose often 57 µM), for inactives: at the top dose activity change, negative = inhibition, actives largely listed as inhibitors; hit rate 0.72% among 360,000; further: potency means the concentration at half of the fitted maximal effect; on the % scale 0 is the no-effect control and ±100 the full control effect; nearly all actives have a fitted effect of over 55% in size
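qHTS (up to 57 uM final) was run with 24 h compound exposure of reporter cells at 37 °C. Each well was multiplexed: SteadyGlo luminescence measured ATXN2-luciferase expression after a fluorogenic Gly-Phe-AFC viability readout (25 uM final).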
Nrf2 inh – Nrf2 pathway inhibition | A549 ARE-Fluc reporter, luciferase luminescence, 18-24 h | Potency, µM (doses to about 46 µM), without a hit: at the highest dose activity change, negative = inhibition, most hits filed as inhibitors | hit rate 2.1% among 360,000; further: potency means the concentration at half of the fitted maximal effect; on the % scale 0 is the no-effect control and ±100 the full control effect; nearly all actives have a fitted effect of over 60% in size
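Concentration-response testing used A549 ARE_Fluc cells at 5000 cells/well. Following an 18-24 h compound incubation, viability was read by fluorescence (Ex 405/Em 525) and luciferase output by luminescence.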
A549 tox – kills or reduces viability of A549 cells in Nrf2 counter-screen. A549 ARE-Fluc cells, CellTiter-Fluor viability, 18-24 h. Potency, µM (highest dose often 46 µM), for the others: top-dose activity change, negative = cytotoxicity, actives largely listed as inhibitors. hit rate 0.16% among 390,000; further: potency means the concentration at half of the fitted maximal effect; on the % scale 0 is the no-effect control and ±100 the full control effect
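Cytotoxicity counterscreen: CellTiter-Fluor fluorescence was measured in A549 ARE_Fluc cells after 18-24 h of compound exposure in a concentration series. The subsequent BugLite luminescent read reports ARE-luciferase activity.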
An asterisk follows results filed as active; i = inactive; ? = inconclusive; / = not tested or not shown; & = joins results of further samples; [ ] = remark or other dose. Unless noted, the call rests on the fitted dose curve; in most records, active means well fitted curve in the direction sought with a large enough effect; inconclusive means small, poorly fitted or top-dose-only effect, or another doubt; inactive means no such curve, though single readings can be large; an effect the other way counts as inactive or inconclusive.

Below each compound – Nrf2 activator	IL-1B inflam inh	HepG2 tox	MCF10A rereplic	TGFb inhibitor	S2 tox	ATXN2 expr inh	Nrf2 inh	A549 tox
COc1ccc(/C=C/C(=O)NCCCn2ccnc2)cc1
  0.6%	0	8%	4%	-3%	i	4%	28%	-1%
COc1ccc(NC(=O)CN(C)C(C)C(=O)N2CCCCC2)cc1 (stereo not given)
  0.0%	13	1%	-4%	15%	i	-4%	7%	-2%
CCn1c(SCC(=O)NCc2ccco2)nnc1C(C)C
  2.4%	-12	2%	-1%	-9%	i	0%	15%	0%
CCn1c(SCC(=O)NCc2ccco2)nc2ccccc2c1=O
  4.9%	0	-27%	-5%	0%	i	8%	-11%	-1%
CC1Cc2nc(SCC(=O)NCc3ccccc3)n(Cc3ccccc3)c(=O)c2S1 (stereo not given)
  3.4%	?	-18%	-6%	5%	?	10%	1%	0%
CCS(=O)(=O)c1ccc(O)c(NC(=O)COc2ccc(Cl)cc2)c1
  -0.2%	-12	-15%	1%	0%	i	-9%	-21%	-5%
COc1ccc(CN(C)CC(=O)Nc2ccccc2C(=O)NC2CC2)cc1OC
  -0.3%	-6	-13%	-5%	0%	i	-9%	3%	3%
Cc1ccc(NC(=O)c2nc[nH]c2C(=O)Nc2ccc(C)cc2)cc1
  0.0%	-2	2%	?	8%	i	1%	/	2%
Cc1ccc(NC(=O)CN(C)C(=O)c2cccc(S(=O)(=O)NCc3ccco3)c2)cc1
  0.3%	6	-2%	6%	-2%	i	2%	-6%	1%
O=S(=O)(Nc1ccc2ccccc2c1)N1CCCCC1
  5.4%	-5	-10%	?	-6%	i	20%	22%	2%
C=CCOc1ccc(C=CC(=O)c2c(O)c(OC)c(OC)c(OC)c2OC)cc1
  20%	-102*	-28%	?	-12%	i	-38%	0%	1%
CCN1CCN(c2ncc3c(n2)CCN(Cc2cccc(F)c2F)C3)CC1
  5.5%	/	-1%	/	-22%	i	2%	/	-2%
CCCOc1ccc(C(=O)c2ccccc2C(=O)O)cc1OCCC
  -0.1%	40	-1%	1%	9%	i	6%	-1%	0%
COc1nccnc1NS(=O)(=O)c1ccc(NCc2cc(Br)ccc2O)cc1
  3.0%	6	-4%	10%	-10%	i	54%[activator]	29%	-3%
COC(=O)CCC(=O)Nc1ccc(Br)cc1
  -0.1%	0	1%	0%	-4%	i	2%	10%	7%
CCc1noc(C)c1C(=O)NNC(=O)c1ccccc1
  -0.9%	-4	-3%	-4%	-1%	i	-3%	-20%	10%
CCOc1ccc(S(=O)(=O)Nc2nc3ccccc3nc2Cl)cc1
  2.3%	61	-32%	-8%	?	i	/	?	0%
CC(C)(C)[C@H]1C=C(C(=O)N2CCOCC2)O[C@@H](OCCCCO)C1
  1.5%	12	-1%	10%	-1%	i	1%	6%	6%
O=C(Nc1ccccc1C(=O)N1CCN(c2cccc(Cl)c2)CC1)C1=CSCCO1
  -0.2%	-14	-39%	38%	-12%	i	-33%	?	-8%
O=C(Nc1ccccc1)c1ccc2nsnc2c1
  10%	-22	-36%	-1%	-4%	i	19%	?	-3%
O=C(NC(=S)NC1CCN(Cc2ccccc2)CC1)c1ccc(F)cc1
  0.0%	-26	-19%	4%	?	i	-16%	4%	4%
O=C(CSc1ncc2c(n1)-c1ccccc1N(Cc1ccccc1)S2(=O)=O)Nc1ccccc1
  0.3%	/	-2%	/	5%	i	9%	0%	0%
CCCCC(CC)COC(=O)c1ccc(N(C)C)cc1 (stereo not given)
  -0.9%	-22	-1%	3%&19%	-10%	i	5%&7%	6%	1%
Cc1cc(C)n(-c2ccc(S(=O)(=O)N3CCOCC3)cc2[N+](=O)[O-])n1
  -0.7%	7	-22%	0%	-14%	i	14%	5%	-1%
Cc1ccc(C(=O)NC(C)(COc2nonc2C)COc2nonc2C)cc1
  -0.1%	-4	1%	?	3%	i	-11%	?	-2%
CCCCOCCCNC(=S)Nc1ccc(S(=O)(=O)N2CCOCC2)cc1
  2.4%	0	-6%	20%	?	i	/	-27%	3%
CCOc1ccc(NC(c2ccccn2)c2oc(CO)cc(=O)c2O)cc1 (stereo not given)
  -0.3%	-5	5%	0%	2%	i	39%[activator]	?	-3%
O=C(CNS(=O)(=O)c1ccc2ccccc2c1)OCC(=O)c1ccc(Br)s1
  -0.1%	-5	2%	23%	4%	i	3%	?	11%
Cc1ccc(-c2nnc(Nc3ccc(O)cc3)c3ccccc23)cc1S(=O)(=O)NCC1CCCO1 (stereo not given)
  8.7%	/	5%	/	6.3µM*	?	-24%	?	3%
O=C(CCC(=O)N1CCOc2ccc(Cl)cc21)NCCCN1CCN(Cc2ccccc2)CC1
  -0.2%	-12	-29%	-1%	-12%	?	-19%	-1%	3%

Shown as a hit in TGFb inhibitor (from the list above):
compound,Nrf2 activator,IL-1B inflam inh,TGFb inhibitor
Cc1ccc(-c2nnc(Nc3ccc(O)cc3)c3ccccc23)cc1S(=O)(=O)NCC1CCCO1 (stereo not given),8.7%,/,6.3µM*

(list continues)
Below each compound – Nrf2 activator	IL-1B inflam inh	HepG2 tox	MCF10A rereplic	TGFb inhibitor	S2 tox	ATXN2 expr inh	Nrf2 inh	A549 tox
Cc1cccc(N2CCN(C(=O)c3ccccc3NC(=O)C3CC=CCC3C(=O)O)CC2)c1 (stereo not given)
  -0.5%	28	4%	1%	0%	i	8%	/	0%
COc1ccccc1NS(=O)(=O)c1ccc(NC(=O)c2ccccn2)cc1
  1.9%	-1	3%	-1%	26%	i	-7%	21µM*	-13%
COc1cc(NC(=O)CSc2ccc(-c3sc(C)nc3C)nn2)cc(OC)c1
  2.1%	/	-25%	/	?	/	/	?	-19%
CC(=O)Nc1cccc(-c2cnc(NC(C)=O)cn2)c1
  -0.1%	-6	-84%	/	0%	i	-6%	/	/
COC(=O)C(C)Sc1ncnc2c1nnn2-c1ccc(F)cc1 (stereo not given)
  ?	-4	-28%	?	?	i	1%	18%	-12%
CCn1c(=O)cc(SCC(=O)Nc2cccc(C)n2)c2ccccc21
  0.0%	-24	-4%	8%	18%	i	14%	-3%	5%
COc1cccc(Cn2cnc3c(N)c(C)c(C)cc32)c1
  -0.7%[9.22 µM]	5	19%	-14%	0%	i	-2%	11%	6%
O=C(NC1CCCC1)c1ccc(CS(=O)(=O)c2cccc(C(F)(F)F)c2)o1
  0.2%	-16	-1%	2%	0%	i	-1%	-8%	8%
CCN(C(=O)c1ccc(S(=O)(=O)N2CCC(C)CC2)cc1)C1CCS(=O)(=O)C1 (stereo not given)
  -0.5%	-2	-2%	8%	6%	i	3%	25%	3%
Cc1ccc(/C=N/N2CCOCC2)s1
  1.7%	-22	-18%	0%	-12%	i	19%	?	-9%
Cc1ccc(N2C(=O)CC(Nc3ccccc3)C2=O)cc1 (stereo not given)
  -0.1%	-12	-8%	1%	0%	i	5%	11%	0%
CCOc1cc(C(=O)OCC(=O)Nc2ncc(Cl)c(C)c2Cl)ccc1OCC(=O)N1CCOCC1
  -0.2%	0	-5%	5%	-25%	i	1%	14%	-4%
CCC(Sc1nc2ccccc2c2nc(CCc3c(C)n[nH]c3C)nn12)C(=O)Nc1ccc(F)cc1 (stereo not given)
  -0.1%	/	-2%	/	6%	?	0%	/	-17%
COc1cccc2cc(C(=O)NCCC3=CCCCC3)c(=O)oc12
  3.5%	-11	-31%	0%	18%	?	/	0%	-8%
CC1Cc2nc(SCC(=O)NC3CCCCC3)n(C)c(=O)c2S1 (stereo not given)
  -0.7%	25	11%	5%	-32%	i	6%	-15%	3%
CCCCNC(=O)c1onc(CSc2ccccc2)c1C(=O)O
  -0.1%	0	-1%	-2%	1%	i	154%[activator]	-7%	-8%
Cc1nn2c(CN(C(=O)CN3CCOCC3)c3ccccc3)nnc2c2ccccc12
  -0.3%	1	-27%	0%	-9%	i	7%	-9%	-13%
CC1CN(C(=O)COC(=O)Cc2ccc(Cl)cc2)CC(C)O1 (stereo not given)
  -0.1%	0	7%	-3%	6%	i	8%	9%	-3%
CCOC(=O)c1ccc(NS(=O)(=O)c2ccc(-c3cc(C)no3)cc2)cc1
  -0.6%	/	-2%	/	-15%	/	/	-15%	-1%
COc1ccc(NC(=O)C2CC(c3ccccc3O)=NO2)cc1OC (stereo not given)
  3.6%	-9	-17%	0%	2%	i	2%	-11%	0%
CSc1nc(-c2ccccc2)c(C#N)c(=O)[nH]1
  -0.4%	24	-1%	0%	4%	i	9%	6%	9%

Three entries out of the list above, arranged by their value in IL-1B inflam inh, smallest number first:
Compound	Nrf2 activator	IL-1B inflam inh	TGFb inhibitor
COc1cccc2cc(C(=O)NCCC3=CCCCC3)c(=O)oc12	3.5%	-11	18%
COc1ccccc1NS(=O)(=O)c1ccc(NC(=O)c2ccccn2)cc1	1.9%	-1	26%
Cc1cccc(N2CCN(C(=O)c3ccccc3NC(=O)C3CC=CCC3C(=O)O)CC2)c1 (stereo not given)	-0.5%	28	0%

Another view of 3 compounds above.
COc1ccccc1NS(=O)(=O)c1ccc(NC(=O)c2ccccn2)cc1
  Nrf2 activator: 1.9%
  IL-1B inflam inh: -1
  HepG2 tox: 3%
  MCF10A rereplic: -1%
  TGFb inhibitor: 26%
  S2 tox: i
  ATXN2 expr inh: -7%
  Nrf2 inh: 21µM*
  A549 tox: -13%

COc1cc(NC(=O)CSc2ccc(-c3sc(C)nc3C)nn2)cc(OC)c1
  Nrf2 activator: 2.1%
  IL-1B inflam inh: /
  HepG2 tox: -25%
  MCF10A rereplic: /
  TGFb inhibitor: ?
  S2 tox: /
  ATXN2 expr inh: /
  Nrf2 inh: ?
  A549 tox: -19%

CC(=O)Nc1cccc(-c2cnc(NC(C)=O)cn2)c1
  Nrf2 activator: -0.1%
  IL-1B inflam inh: -6
  HepG2 tox: -84%
  MCF10A rereplic: /
  TGFb inhibitor: 0%
  S2 tox: i
  ATXN2 expr inh: -6%
  Nrf2 inh: /
  A549 tox: /

From PubChem
